From PubChem
Growth percent in the NCI-60 one-dose screen (48 h, 10 µM unless noted): 100 = growth as untreated, 0 = no growth, -100 = all killed.
UACC-257 – UACC-257 melanoma | 78,000 tested, 4.4% active | AID 1794764
M14 – M14 melanoma; AID 1794745; 80,000 tested, 6.2% active
SK-MEL-2 – SK-MEL-2 melanoma; 77,000 tested, 4.7% active
SK-MEL-5 – SK-MEL-5 melanoma; 80,000 tested, 6.4% active
MDA-MB-435 – MDA-MB-435 melanoma. 82,000 tested, 7.8% active
SK-MEL-28 – SK-MEL-28 melanoma; 81,000 tested, 4.1% active
UACC-62 – UACC-62 melanoma. 81,000 tested, 5.4% active
A549/ATCC – A549/ATCC NSCLC; 81,000 tested, 3.7% active; AID 1794740
Numbers without * were called inactive; & = joins results of further samples. Rule for the calls: active = growth percent below 10; inactive = the rest.

Results for CC1(C)Oc2cc3oc(=O)ccc3cc2C[C@@H]1OCCOS(=O)(=O)Cc1ccccc1 ?
UACC-257: 108; M14: 116; SK-MEL-5: 97; MDA-MB-435: 99; SK-MEL-28: 101; UACC-62: 76; A549/ATCC: 105

What do the screens show for `O=C(CCN1CCCC1)Nc1ccc2c(NCc3ccccc3)c3ccccc3nc2c1`?
UACC-257: 1.1*; M14: 7.6*; SK-MEL-2: -1.8*; SK-MEL-5: 17; MDA-MB-435: -5.1*; SK-MEL-28: 32; UACC-62: -16*; A549/ATCC: -20*

How did CCCN1CC(c2ccc(OC)c(OC)c2)=C(c2cn(C)c3ccccc23)C1=O do in these assays?
UACC-257: 87; M14: 86; SK-MEL-2: 107; SK-MEL-5: 43; MDA-MB-435: 87; SK-MEL-28: 82; UACC-62: 58; A549/ATCC: 61

Results for CCCCCCNc1cc(C)nc2ccc(OC)cc12 ?
UACC-257: 69; M14: 59; SK-MEL-2: 74; SK-MEL-5: 35; MDA-MB-435: 65; SK-MEL-28: 68; UACC-62: 64; A549/ATCC: 64

What do the screens show for `COc1ccc(/C(C)=C(\c2ccc(Cl)cc2)c2ccc(OCCN3CCCC3)cc2)cc1`?
UACC-257: -27*; M14: -14*; SK-MEL-2: 41; SK-MEL-5: -63*; MDA-MB-435: 39; SK-MEL-28: -17*; UACC-62: -0.4*; A549/ATCC: 25

How did O=[N+]([O-])c1cccnc1Oc1cccnc1 do in these assays?
UACC-257: 103; M14: 111; SK-MEL-2: 105; SK-MEL-5: 111; MDA-MB-435: 107; SK-MEL-28: 117; UACC-62: 99; A549/ATCC: 104

What do the screens show for `COc1ccc(C2CC(c3cnccn3)=NN2C(C)=O)cc1OC` (stereo not given)?
UACC-257: 84; M14: 106; SK-MEL-2: 83; SK-MEL-5: 101; MDA-MB-435: 121; SK-MEL-28: 128; UACC-62: 99; A549/ATCC: 66

How did COc1nc2ccc(OC(C)C)cc2cc1-c1nc2c(cnn2-c2ccccc2)c(=O)[nH]1 do in these assays?
UACC-257: 91; M14: 96; SK-MEL-2: 93; SK-MEL-5: 93; MDA-MB-435: 101; SK-MEL-28: 104; UACC-62: 90; A549/ATCC: 89

How did CC(C)Oc1ccc(C(=O)OCCN2CCCC2C)cc1 (stereo not given) do in these assays?
UACC-257: 101; M14: 107; SK-MEL-2: 116; SK-MEL-5: 101; MDA-MB-435: 109; SK-MEL-28: 107; UACC-62: 107; A549/ATCC: 105

Results for CCn1c(Sc2nnc(NC(=O)CSC(=S)N3CCOCC3)s2)nc2c1c(=O)n(C)c(=O)n2C ?
UACC-257: 100; M14: 98; SK-MEL-2: 102; SK-MEL-5: 100; MDA-MB-435: 103; SK-MEL-28: 109; UACC-62: 95; A549/ATCC: 98

How did CC#CCOCC1CNC(=O)O1 (stereo not given) do in these assays?
UACC-257: 99; M14: 106; SK-MEL-2: 117; MDA-MB-435: 109; SK-MEL-28: 92; UACC-62: 97; A549/ATCC: 93

How did Oc1ccccc1-c1nc2c3ccccc3c3ccccc3c2[nH]1 do in these assays?
UACC-257: 37&106; M14: 50&109; SK-MEL-2: 38&123; SK-MEL-5: 79&99; MDA-MB-435: 85&103; SK-MEL-28: 102&113; UACC-62: 65&90; A549/ATCC: 52&96

How did CC1(C)CC=CC(COC(=O)c2ccccc2C(=O)O)C1 (stereo not given) do in these assays?
UACC-257: 113; M14: 106; SK-MEL-2: 104; SK-MEL-5: 107; MDA-MB-435: 113; SK-MEL-28: 113; UACC-62: 115; A549/ATCC: 109

What do the screens show for `CCCCCCCCCCCCCCCCNC(=S)N/N=C/c1ccc(Cl)cc1`?
UACC-257: 97; M14: 101; SK-MEL-2: 101; SK-MEL-5: 103; MDA-MB-435: 98; SK-MEL-28: 104; A549/ATCC: 96

How did C[C@]12C[C@H]1CC[C@]1(C)[C@@H]2CC[C@@]23C[C@H](CC[C@H]21)[C@@](O)(CO)C3 do in these assays?
UACC-257: 100; M14: -48*; SK-MEL-2: 104; SK-MEL-5: 98; MDA-MB-435: 59; SK-MEL-28: 105; UACC-62: 76; A549/ATCC: 100

How did CCCCCCCNC(=O)CCCNc1ncnc2c1ncn2-c1ccccc1 do in these assays?
UACC-257: 89; M14: 100; SK-MEL-2: 96; SK-MEL-5: 97; MDA-MB-435: 101; SK-MEL-28: 105; UACC-62: 89; A549/ATCC: 84

Results for COc1cccc(\C=N/N=C(N)/C(N)=N\N=C/c2cccc(OC)c2OC)c1OC ?
UACC-257: 101; M14: 109; SK-MEL-2: 145; SK-MEL-5: 106; MDA-MB-435: 96; SK-MEL-28: 114; UACC-62: 101; A549/ATCC: 103

Results for O=C(NNC(=O)c1ccc(Cl)cc1Cl)c1ccc2ccccc2c1 ?
UACC-257: 112; M14: 101; SK-MEL-2: 107; SK-MEL-5: 103; MDA-MB-435: 100; SK-MEL-28: 110; UACC-62: 95; A549/ATCC: 95

How did COc1cc(-c2nnc(SCC(=O)Nc3nc(-c4ccccc4)cs3)o2)cc(OC)c1OC do in these assays?
UACC-257: 88; M14: 87; SK-MEL-2: 94; SK-MEL-5: 87; MDA-MB-435: 96; SK-MEL-28: 87; UACC-62: 70; A549/ATCC: 85

Results for CNC(=O)c1c(NC(=O)c2ccc(F)cc2)sc2c(CN(C)C)c(O)ccc12 ?
UACC-257: 119; M14: 115; SK-MEL-2: 116; SK-MEL-5: 98; MDA-MB-435: 100; SK-MEL-28: 102; UACC-62: 94; A549/ATCC: 106

Results for CC(=O)Nc1ccc2c(c1)C(OC(C)=O)c1ccccc1-2 (stereo not given) ?
UACC-257: 102; M14: 106; SK-MEL-2: 108; SK-MEL-5: 99; MDA-MB-435: 103; SK-MEL-28: 108; UACC-62: 93; A549/ATCC: 100

Results for CCOC(=O)CC1CSC(N/N=C/c2ccc(F)c(F)c2)=N1 (stereo not given) ?
UACC-257: 93; M14: 103; SK-MEL-2: 89; SK-MEL-5: 102; MDA-MB-435: 106; SK-MEL-28: 112; UACC-62: 104; A549/ATCC: 90

How did CC(C(=O)N1CCN(c2ccc(F)cc2)CC1)c1ccc(NS(=O)(=O)c2ccccc2)cc1 (stereo not given) do in these assays?
UACC-257: 103; M14: 94; SK-MEL-2: 95; SK-MEL-5: 88; MDA-MB-435: 95; SK-MEL-28: 115; UACC-62: 82; A549/ATCC: 95

What do the screens show for `CC1(C)CC(=O)C(c2c(-c3ccccc3)[nH]c3nc(N)nc(N)c23)=C(O)C1`?
UACC-257: 99; M14: 106; SK-MEL-2: 113; SK-MEL-5: 109; MDA-MB-435: 105; SK-MEL-28: 106; UACC-62: 108; A549/ATCC: 97

Eight entries from above, sorted by heavy-atom count, ascending:
Results for CC(=O)Nc1ccc2c(c1)C(OC(C)=O)c1ccccc1-2 (stereo not given) ?
UACC-257: 102; M14: 106; SK-MEL-2: 108; SK-MEL-5: 99; MDA-MB-435: 103; SK-MEL-28: 108; UACC-62: 93; A549/ATCC: 100

How did C[C@]12C[C@H]1CC[C@]1(C)[C@@H]2CC[C@@]23C[C@H](CC[C@H]21)[C@@](O)(CO)C3 do in these assays?
UACC-257: 100; M14: -48*; SK-MEL-2: 104; SK-MEL-5: 98; MDA-MB-435: 59; SK-MEL-28: 105; UACC-62: 76; A549/ATCC: 100

Results for O=C(NNC(=O)c1ccc(Cl)cc1Cl)c1ccc2ccccc2c1 ?
UACC-257: 112; M14: 101; SK-MEL-2: 107; SK-MEL-5: 103; MDA-MB-435: 100; SK-MEL-28: 110; UACC-62: 95; A549/ATCC: 95

What do the screens show for `CC1(C)CC(=O)C(c2c(-c3ccccc3)[nH]c3nc(N)nc(N)c23)=C(O)C1`?
UACC-257: 99; M14: 106; SK-MEL-2: 113; SK-MEL-5: 109; MDA-MB-435: 105; SK-MEL-28: 106; UACC-62: 108; A549/ATCC: 97

Results for CNC(=O)c1c(NC(=O)c2ccc(F)cc2)sc2c(CN(C)C)c(O)ccc12 ?
UACC-257: 119; M14: 115; SK-MEL-2: 116; SK-MEL-5: 98; MDA-MB-435: 100; SK-MEL-28: 102; UACC-62: 94; A549/ATCC: 106

How did CCCCCCCNC(=O)CCCNc1ncnc2c1ncn2-c1ccccc1 do in these assays?
UACC-257: 89; M14: 100; SK-MEL-2: 96; SK-MEL-5: 97; MDA-MB-435: 101; SK-MEL-28: 105; UACC-62: 89; A549/ATCC: 84

Results for COc1cccc(\C=N/N=C(N)/C(N)=N\N=C/c2cccc(OC)c2OC)c1OC ?
UACC-257: 101; M14: 109; SK-MEL-2: 145; SK-MEL-5: 106; MDA-MB-435: 96; SK-MEL-28: 114; UACC-62: 101; A549/ATCC: 103

How did CC(C(=O)N1CCN(c2ccc(F)cc2)CC1)c1ccc(NS(=O)(=O)c2ccccc2)cc1 (stereo not given) do in these assays?
UACC-257: 103; M14: 94; SK-MEL-2: 95; SK-MEL-5: 88; MDA-MB-435: 95; SK-MEL-28: 115; UACC-62: 82; A549/ATCC: 95

(cont.)
What do the screens show for `COc1cc(/C=N\NC(=O)c2ccc3nc(-c4ccc([N+](=O)[O-])cc4)[nH]c3c2)cc(OC)c1OC`?
UACC-257: 102; M14: 86; SK-MEL-2: 113; SK-MEL-5: 94; MDA-MB-435: 98; SK-MEL-28: 92; UACC-62: 77; A549/ATCC: 104

How did CCOC(=O)c1cc(C(=O)c2cc(OC)cc(OC)c2)n2ccc3ccccc3c12 do in these assays?
UACC-257: 93; M14: 105; SK-MEL-2: 102; SK-MEL-5: 100; MDA-MB-435: 99; SK-MEL-28: 107; UACC-62: 91; A549/ATCC: 78

Results for Cc1cc(C(=O)Nc2ncc(Cc3cccc(C(F)(F)F)c3)s2)c2ccccc2n1 ?
UACC-257: 43; M14: 3.8*; SK-MEL-2: -16*; SK-MEL-5: 0.7*; MDA-MB-435: -27*; SK-MEL-28: 40; UACC-62: 9.9*; A549/ATCC: 25

How did COc1ccc(N=Nc2c(N)nn3c(-c4ccc(F)cc4)ccnc23)cc1 do in these assays?
UACC-257: 82; M14: 51; SK-MEL-2: 102; SK-MEL-5: 91; MDA-MB-435: 56; SK-MEL-28: 63; UACC-62: 71; A549/ATCC: 43

How did CC1CN(c2c(F)c(N)c3c(=O)c(C(=O)O)cn(C4CC4)c3c2F)C[C@H](C)N1 (stereo not given in full) do in these assays?
UACC-257: 103; M14: 100; SK-MEL-5: 104; MDA-MB-435: 106; SK-MEL-28: 97; UACC-62: 101; A549/ATCC: 102

Results for COc1cc(/C=C/C(=O)c2ccc(NC(=O)CSc3nnc(-c4c[nH]c5ccccc45)n3-c3ccccc3)cc2)cc(OC)c1OC ?
UACC-257: 106; M14: 81; SK-MEL-2: 100; SK-MEL-5: 90; MDA-MB-435: 34; SK-MEL-28: 104; UACC-62: 59; A549/ATCC: 106

What do the screens show for `O=C1C[C@H](c2ccccc2)[C@H](c2ccccc2)C1`?
UACC-257: 107; M14: 103; SK-MEL-2: 93; SK-MEL-5: 104; MDA-MB-435: 108; SK-MEL-28: 109; UACC-62: 90

Results for COC(=O)c1cc2c3c(cc(O)c2[nH]1)N(C(=O)C1Cc2cc(OC)c(OC)c(OC)c2N1)CC3CCl (stereo not given) ?
UACC-257: -72*; M14: -25*; SK-MEL-2: -43*; SK-MEL-5: -95*; MDA-MB-435: -14*; SK-MEL-28: -6.3*; UACC-62: -61*; A549/ATCC: -21*

Results for Nc1cccc(SCc2cc3ccccc3[nH]c2=O)c1 ?
UACC-257: 49; M14: 20; SK-MEL-2: 56; SK-MEL-5: -4.5*; MDA-MB-435: 30; SK-MEL-28: 62; UACC-62: 4.1*; A549/ATCC: 33

What do the screens show for `COc1ccc(-c2nnc(-c3ccc4c(c3)nc(-c3ccccc3)n4C3CCCCC3)o2)cc1`?
UACC-257: 67; M14: 39; SK-MEL-2: 58; SK-MEL-5: 25; MDA-MB-435: 60; SK-MEL-28: 88; UACC-62: 44; A549/ATCC: 50

Results for CC(=O)NCCN1c2nc3ccccc3cc2Sc2cc3ccccc3nc21 ?
UACC-257: 95; M14: 102; SK-MEL-2: 63; SK-MEL-5: 90; MDA-MB-435: 113; SK-MEL-28: 106; UACC-62: 96

What do the screens show for `NS(=O)(=O)c1ccc(N=Nc2c(O)n(CC(=O)Nc3ccc(Br)cc3)c3ccccc23)cc1`?
UACC-257: 105; M14: 86; SK-MEL-2: 123; SK-MEL-5: 91; MDA-MB-435: 64; SK-MEL-28: 104; UACC-62: 91; A549/ATCC: 95

What do the screens show for `CC(=O)Nc1nonc1-n1nnc(-c2csc(N)n2)c1C`?
UACC-257: 109; M14: 104; SK-MEL-2: 103; MDA-MB-435: 107; SK-MEL-28: 100; UACC-62: 106; A549/ATCC: 102

Results for CCOC(=O)c1nc2c3ccccc3ccn2c1C#N ?
UACC-257: 104; M14: 107; SK-MEL-2: 122; SK-MEL-5: 100; MDA-MB-435: 99; SK-MEL-28: 107; UACC-62: 96; A549/ATCC: 102

What do the screens show for `C=C1C(=O)O[C@H]2[C@H]1CC/C(COC(=O)NCc1c[nH]c3ccccc13)=C\CC[C@@]1(C)O[C@@H]21`?
UACC-257: 75; M14: 49; SK-MEL-2: 70; SK-MEL-5: 45; MDA-MB-435: 47; SK-MEL-28: 34; A549/ATCC: 83

How did Cc1nn(-c2nc(-c3ccccc3)c(C#N)c(=O)n2C)c(C)c1N=Nc1c(C)n(C)n(-c2ccccc2)c1=O do in these assays?
UACC-257: 93; M14: 106; SK-MEL-2: 98; SK-MEL-5: 101; MDA-MB-435: 99; SK-MEL-28: 98; UACC-62: 91; A549/ATCC: 93

How did CCOC(=N)Cc1ccccc1 do in these assays?
UACC-257: 103; M14: 110; SK-MEL-2: 105; SK-MEL-5: 102; MDA-MB-435: 108; SK-MEL-28: 110; UACC-62: 99; A549/ATCC: 103

How did O=C(/C=C/c1cn(-c2ccccc2)nc1-c1ccccc1)OCc1cn(-c2cccc([N+](=O)[O-])c2)nn1 do in these assays?
UACC-257: 45; M14: 91; SK-MEL-2: 88; SK-MEL-5: 100; MDA-MB-435: 94; SK-MEL-28: 92; UACC-62: 74; A549/ATCC: 68
